Screens as filed in PubChem.
IMPase Li cell – qHTS Assay for Identifying the Cell-Membrane Permeable IMPase Inhibitors: Potentiation with Lithium. hit rate 0.35% among 210,000. AID 1457, 2008. CHO-M1 cells, IP1 TR-FRET (IP-One), carbachol + lithium. Potency, µM (series often up to 59.4 µM), for the others: at the top dose activity, negative = IMPase inhibition, actives largely listed as inhibitors;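 further: IP1 builds up when IMPase is blocked and the TR-FRET signal falls; potency means the concentration at half of the fitted maximal effect; plate controls were basal vehicle for no effect and high inhibitor control for full effect; nearly all actives have a fitted effect of over 50% in size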
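Lithium-sensitised IP1 accumulation assay; M1-expressing CHO cells treated 30 min at 37C with compound. Competitive antibody detection by time-resolved FRET followed a 10 min room-temperature lysis step.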
HTT aggregate – qHTS Multiplex Assay to Identify Dual Action Probes in a Cell Model of Huntington: Aggregate Formation (GFP); PC12 HttQ103-GFP aggregates, Acumen cytometry, 40 h; Potency, µM (highest dose often 46.1 µM), for inactives: at the highest dose activity change, negative = inhibition, usual class: inhibitors; hit rate 1.1% among 220,000; further: potency means the concentration at half of the fitted maximal effect; on the % scale 0 is the no-effect control and ±100 the full control effect; nearly all actives have a fitted effect of over 60% in size
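PC12/HTTQ103-GFP, ecdysone-inducible; teb 100 nM; cpd qHTS titration; GFP aggregates read on laser cytometer, Ex 488/Em 500-530 nm.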
L3MBTL1 inh – qHTS Assay for the Inhibitors of L3MBTL1. Lethal(3)malignant brain tumor-like protein 1 (Homo sapiens), Q9Y468. AlphaScreen L3MBTL1–H3K9me1 peptide binding. Potency, µM (highest dose often 57.1 µM), for inactives: top-dose activity, negative = inhibition, usual class: inhibitors. hit rate 0.66% among 230,000; further: potency means the concentration at half of the fitted maximal effect; on the % scale 0 is the no-effect control and ±100 the full control effect; nearly all actives have a fitted effect of over 60% in size
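First, the protein-peptide complex forms for 30 min at room temperature (L3MBTL1 50 nM, biotinylated H3K9me1 peptide 75 nM). Next, compounds are pin-transferred and incubated 30 min. Finally, AlphaScreen beads are added and read after 30 min.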
Luc counter – Counterscreen for Luciferase (Kinase-Glo TM) Inhibition; Kinase-Glo luciferase, ATP luminescence, 8 min; hit rate 0.28% among 200,000; AID 1379, 2008; Potency, µM (top dose mostly 38.3 µM), for inactives: at the highest dose activity change, negative = inhibition, most hits filed as inhibitors; further: potency means the concentration at half of the fitted maximal effect; on the % scale 0 is the no-effect control and ±100 the full control effect; nearly all actives have a fitted effect of over 60% in size
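Compound is pinned into ATP-containing buffer (10 uM ATP, imidazole pH 7.2, 7 mM MgCl2). Kinase-Glo luciferase reagent is then added. Light output is recorded following an 8-min room-temperature incubation.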
Epigenetic reg – Quantitative High-Throughput Screen for Regulators of Epigenetic Control. Potency, µM (top dose mostly 53.9 µM), for the others: top-dose GFP activation, hits mostly activators. hit rate 0.2% among 280,000. murine LDR cells, GFP reporter derepression, 30 h. AID 1865, 2009; further: potency means the concentration at half of the fitted maximal effect; % of control where 0% means no effect; nearly all actives have a fitted effect of over 60% in size
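Readout is the number of GFP-expressing murine LDR cells, counted by cytometry following washing. Cells were treated with compound for 30 h at 37 C; the stably integrated CMV-GFP locus is normally silent.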
NPSR antag – qHTS Assay for Antagonists of the Neuropeptide S Receptor: cAMP Signal Transduction; CHO-NPSR cells, cAMP TR-FRET, antagonist mode; Potency, µM (series often up to 38.3 µM), for inactives: at the highest dose activity change, negative = inhibition, hits mostly inhibitors; hit rate 1% among 220,000; AID 1461, 2008; further: potency means the concentration at half of the fitted maximal effect; on the % scale 0 is the no-effect control and ±100 the full control effect; nearly all actives have a fitted effect of over 50% in size; many of its hits are not listed in these tables
Target sequence (Q6W5P4 whole entry, looked up): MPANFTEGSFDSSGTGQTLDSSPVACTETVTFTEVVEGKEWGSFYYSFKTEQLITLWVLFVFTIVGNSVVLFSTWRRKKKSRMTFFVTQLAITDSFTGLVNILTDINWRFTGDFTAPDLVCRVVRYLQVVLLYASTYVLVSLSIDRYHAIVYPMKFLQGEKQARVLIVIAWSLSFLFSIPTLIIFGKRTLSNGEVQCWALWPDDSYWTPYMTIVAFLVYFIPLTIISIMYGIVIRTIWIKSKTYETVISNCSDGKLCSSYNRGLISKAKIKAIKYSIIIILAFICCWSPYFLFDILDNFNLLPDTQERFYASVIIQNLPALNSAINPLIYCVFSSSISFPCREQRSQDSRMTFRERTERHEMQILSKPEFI
CBFb RUNX1 block – qHTS Assay for Compounds Blocking the Interaction Between CBF-beta and RUNX1 for the Treatment of Acute Myeloid Leukemia | AID 1477, 2009 | AlphaScreen CBFb-His/RUNX1-biotin binding, biochemical | 230,000 tested, under 10 active | Runt-related transcription factor 1 (Homo sapiens) + Core-binding factor subunit beta … | Potency, µM (top dose mostly 59.8 µM), without a hit: at the top dose activity, negative = inhibition, hits mostly inhibitors; further: % of control where 0% means no effect
Target sequence (Q01196 whole entry, looked up): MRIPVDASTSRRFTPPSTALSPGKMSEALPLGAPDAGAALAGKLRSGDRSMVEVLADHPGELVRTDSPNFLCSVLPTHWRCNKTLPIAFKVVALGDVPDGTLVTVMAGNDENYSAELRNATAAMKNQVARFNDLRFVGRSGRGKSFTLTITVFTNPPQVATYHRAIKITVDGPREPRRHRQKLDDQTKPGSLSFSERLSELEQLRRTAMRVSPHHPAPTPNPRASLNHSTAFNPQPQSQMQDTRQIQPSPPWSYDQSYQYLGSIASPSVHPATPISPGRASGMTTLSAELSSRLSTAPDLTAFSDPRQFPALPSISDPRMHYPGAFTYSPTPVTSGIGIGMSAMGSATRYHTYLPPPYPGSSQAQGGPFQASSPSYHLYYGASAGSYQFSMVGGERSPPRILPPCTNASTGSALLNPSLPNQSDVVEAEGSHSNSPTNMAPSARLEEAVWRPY
Target sequence (Q13951 whole entry, looked up): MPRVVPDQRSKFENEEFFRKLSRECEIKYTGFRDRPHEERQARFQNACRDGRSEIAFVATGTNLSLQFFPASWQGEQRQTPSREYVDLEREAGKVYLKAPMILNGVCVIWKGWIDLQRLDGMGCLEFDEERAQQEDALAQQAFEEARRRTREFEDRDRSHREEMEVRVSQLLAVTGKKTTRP
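CBF-beta (His) and RUNX1 (biotin), 30 nM each; 20 min preassociation; + compound, 15 min; + beads 50 ng each (Ni, streptavidin), 90 min; RT; AlphaScreen read.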
* = called active by the depositor; ? = inconclusive; . = not tested or not shown; & = joins results of further samples; [ ] = another dose, or the depositor's remark. The call rests on the fitted dose curve; in most records, active means well fitted curve in the direction sought with a large enough effect; inconclusive means small, poorly fitted or top-dose-only effect, or another doubt; inactive means no such curve, though single readings can be large; an effect the other way counts as inactive or inconclusive.

item	Compound	IMPase Li cell	HTT aggregate	L3MBTL1 inh	Luc counter
1	Cc1cccc(NC(=O)c2sc3nc4c(c(-c5cccs5)c3c2N)CN(C)CC4)c1	4%[38.3 µM]	19%[9.22 µM]	.	5%
2	O=C(CCN1CCN(Cc2ccccc2)CC1)Nc1ccccc1Cl	2%	23%	2%	-2%
3	CC1CCN(S(=O)(=O)c2ccc3c(c2)c(=O)c(C(=O)NCc2ccco2)cn3C)CC1	1%	9%	-17%	-2%
4	CCOC(=O)c1cnc2c(C)c(Cl)ccc2c1Nc1ccc(S(=O)(=O)Nc2ncccn2)cc1	-9%	10%	5%	0%
5	O=c1cc(/C=C/c2ccccc2)oc2ccccc12	29%[38.3 µM]	19%	4%	-1%
6	CCc1cccc(NC(=O)CN(C)S(=O)(=O)c2cccc3cccnc23)c1	.	2%[9.22 µM]	.	.
7	CCN(CC)c1nc(-c2nn[nH]n2)nc(N(CC)CC)n1	17%[38.3 µM]	-2%	-2%	-1%
8	O=C(CC(Nc1ccc(F)cc1)c1ccccc1)c1ccccc1 (configuration not stated)	.	?	0%	.
9	O=C(CN(C(=O)c1ccccc1Cl)N1C(=O)CCCC1=O)c1ccc(Cl)cc1	3%	31%	-2%[2.29 µM]	2%
10	CCOC(=O)c1ccccc1NC(=O)Cn1c(=O)n(Cc2ccccc2)c(=O)c2c(C)c(C)sc21	2%	-7%	6%	-1%
11	Cc1cc(=O)oc2c1c(C(F)(F)F)nn2-c1ccccc1	.	0%[9.22 µM]	11%	.
12	CC(C)(C)NC(=O)COc1ccc(CNc2ccc3[nH]c(=O)[nH]c3c2)cc1	12%[38.3 µM]	25%	-1%	6%
13	Cc1cc(=O)[nH]c(SCC(=O)Nc2cccc3ccccc23)c1C#N	48%[activator][38.3 µM]	3.2µM*	.	-4%
14	CC(=O)c1ccc(OCCCC(=O)Nc2ccc(C)c(S(=O)(=O)N(C)C)c2)cc1	-1%	-8%	6%	-1%
15	N#Cc1cnn(Cc2ccccc2)c1N	6%[38.3 µM]	-18%[9.22 µM]	9%	-1%

item	Epigenetic reg	NPSR antag	CBFb RUNX1 block
1	12%	-21%[46.1 µM]	-3%
2	4.6%	9%	1%
3	-4.8%	-22%	-8%
4	-1.9%	-36%	2%
5	-0.9%	5µM*	11%
6	-1.0%&2.7%	-16%	12%
7	0.0%	-14%[46.1 µM]	9%
8	2.6%	?	-13%
9	-0.1%	-6%	1%
10	-1.8%&0.0%	-14%[46.1 µM]	4%
11	-0.4%	-18%	5%
12	-0.3%	?	-9%
13	1.0%	0%[46.1 µM]	11%
14	0.9%	0%	11%
15	-0.4%	-3%[46.1 µM]	-1%

Part of the list above in order of count of non-hydrogen atoms, low to high.
item	Compound	IMPase Li cell	HTT aggregate	L3MBTL1 inh	Luc counter
11	Cc1cc(=O)oc2c1c(C(F)(F)F)nn2-c1ccccc1	.	0%[9.22 µM]	11%	.
14	CC(=O)c1ccc(OCCCC(=O)Nc2ccc(C)c(S(=O)(=O)N(C)C)c2)cc1	-1%	-8%	6%	-1%
3	CC1CCN(S(=O)(=O)c2ccc3c(c2)c(=O)c(C(=O)NCc2ccco2)cn3C)CC1	1%	9%	-17%	-2%

item	Epigenetic reg	NPSR antag	CBFb RUNX1 block
11	-0.4%	-18%	5%
14	0.9%	0%	11%
3	-4.8%	-22%	-8%

Arranged by value in NPSR antag (low to high): 3 of the compounds above.
No.	mol	NPSR antag
4	CCOC(=O)c1cnc2c(C)c(Cl)ccc2c1Nc1ccc(S(=O)(=O)Nc2ncccn2)cc1	-36%
14	CC(=O)c1ccc(OCCCC(=O)Nc2ccc(C)c(S(=O)(=O)N(C)C)c2)cc1	0%
2	O=C(CCN1CCN(Cc2ccccc2)CC1)Nc1ccccc1Cl	9%

Next section:
item	Compound	IMPase Li cell	HTT aggregate	L3MBTL1 inh	Luc counter
16	COc1ccc(-c2cc(N3C(=O)Nc4ccccc4N3O)n[nH]2)c(OC)c1	6%	-7%	-4%	2%
17	Cc1ccc(CN2C3=NCCCN3c3ccccc32)cc1	?	5%	15%	9%
18	Cc1ccc(S(=O)(=O)Nc2nc(C)c(C(=O)Nc3ccccc3)s2)cc1	0%	14%	8%	4%
19	CC(C)Sc1nc2ccccc2c(=O)[nH]1	6%[38.3 µM]	-6%[9.22 µM]	.	7%
20	COCCn1c(=S)[nH]c2cc(C(=O)NC(C)C)ccc2c1=O	?	-6%	-4%	1%
21	CCCCn1c(SCC(=O)Nc2nnc(C)s2)nnc1-c1ccncc1	-10%	-1%[9.22 µM]	-15%	3%
22	CCCCCCN=C1CC(C)(C)CC(=O)/C1=C(/O)CCC	.	-9%[9.22 µM]	23%	.
23	C=CCn1c(=N)n(CC(=O)c2cccc([N+](=O)[O-])c2)c2ccccc21	12%	20%[9.22 µM]	-12%	2%
24	CC(CNC(=O)c1cc(Cl)ccc1[N+](=O)[O-])NC(=O)c1cc(Cl)ccc1[N+](=O)[O-] (configuration not stated)	-6%[38.3 µM]	-3%	1%	0%
25	COc1ccc(-c2csc(NC(=O)CSc3ccc(Br)cc3)n2)c(OC)c1	15%	16%	-7%	0%
26	CC1CCCC(C)N1c1nnc(N)s1 (configuration not stated)	8%	-7%	-2%	0%
27	CCN1CCCC1CNC(=O)COc1cc(=O)n(C)c2ccccc12 (configuration not stated)	-3%[38.3 µM]	3%	7%	-2%
28	NC(=S)Nc1cnc2ccccc2c1	15%[38.3 µM]	16%	1%	0%
29	COc1ccc(-c2cc(C(F)(F)F)nc(N3CCN(C)CC3)n2)cc1OC	13%[38.3 µM]	26%	-2%	-2%
30	S=c1[nH]nc(-c2cccnc2)n1-c1ccccc1	-4%	11%	-3%	0%

item	Epigenetic reg	NPSR antag	CBFb RUNX1 block
16	-1.5%	13%	-26%
17	0.0%	-2%[46.1 µM]	2%
18	-1.8%	-8%	-4%
19	-3.3%	-12%[46.1 µM]	-2%
20	2.5%	?	-3%
21	-5.1%	8%	-2%
22	0.3%	?	9%
23	-1.9%	-10%	-21%
24	4.7%	-14%[46.1 µM]	-2%
25	2.3%	-35%	-6%
26	-0.6%	15%	4%[2.36 µM]
27	-0.1%	6%[46.1 µM]	1%
28	0.0%	?	3%
29	-1.2%	-2%[46.1 µM]	-13%
30	4.7%	3%[46.1 µM]	8%

item	Compound	IMPase Li cell	HTT aggregate	L3MBTL1 inh	Luc counter
31	N#CC1=C(N)N(c2ccccc2Sc2ccccc2)C(=O)C1	16%[38.3 µM]	-9%	.	2%
32	CCCCC(CC)CNC(=O)Cn1c(=O)[nH]c2ccsc2c1=O (configuration not stated)	-7%	-1%	.	-2%
33	NC(=S)N/N=C/c1c(O)ccc2ccccc12	.	9%[9.22 µM]	.	.
34	COc1cc(CC(=O)OCC(=O)Nc2cc([N+](=O)[O-])ccc2F)cc(OC)c1OC	20%	8%	28%	-2%
35	COC(=O)CNC(=O)COC(=O)C(Cc1ccccc1)NC(=O)c1ccco1 (configuration not stated)	-1%[38.3 µM]	6%	2%	0%
36	COc1ccccc1NC(=O)C1=C(C)NC(=O)NC1c1ccccc1[N+](=O)[O-] (configuration not stated)	3%	5%	-1%	0%
37	CCOC(=O)c1c(C)[nH]c2cc(Br)c(OC)cc12	-6%[38.3 µM]	-6%	50%[activator]	-5%
38	CCc1c(C)sc(NC(=O)c2ccco2)c1C(=O)N1CCCCC1	6%[38.3 µM]	15%	.	4%
39	CCC(Sc1nc(N)cc(=O)[nH]1)C(=O)NC(C(=O)OC)c1ccccc1 (configuration not stated)	21%[38.3 µM]	8%	9%	-2%
40	O=[N+]([O-])c1ccc(N=NN(CCO)CCO)cc1	-2%	-7%	4%	-2%
41	O=c1cc(C(F)(F)F)nc(-c2cccnc2)[nH]1	-7%	14%	.	0%
42	COc1ccc(C2CC(=O)Oc3c2c(=O)n(C)c2ccccc32)c(OC)c1OC (configuration not stated)	4%	-6%[9.22 µM]	9%	0%
43	COC(=O)/C(=C\Nc1ccc(OC)cc1)NC(=O)c1ccc(Cl)cc1Cl	-6%[38.3 µM]	-12%	.	-7%
44	CCOc1ccc(-n2c(=O)c3sccc3n(Cc3ccc(C)cc3)c2=O)cc1	6%	19%	.	1%
45	O=C(Nc1ccccc1)/C(=C\c1cccs1)NC(=O)c1ccccc1	-3%	?	-5%	-1%

item	Epigenetic reg	NPSR antag	CBFb RUNX1 block
31	-0.1%	-8%[46.1 µM]	-10%
32	-3.9%	-10%	7%
33	-0.3%	-28%	?
34	0.0%	9%	-5%
35	2.0%	-22%[46.1 µM]	-11%
36	1.4%	-17%	-7%
37	-4.4%	-3%[46.1 µM]	2%
38	0.0%	-16%[46.1 µM]	-1%
39	0.0%	-2%[46.1 µM]	2%
40	1.9%	11%	8%
41	9.3%	-3%	13%
42	-0.1%&-1.1%	7%	-3%
43	-1.6%	-18%[46.1 µM]	-5%
44	14%	-42%	5%
45	5.3%	4%	2%

The final two compounds of the section above lead into the next.
item	Compound	IMPase Li cell	HTT aggregate	L3MBTL1 inh	Luc counter
44	CCOc1ccc(-n2c(=O)c3sccc3n(Cc3ccc(C)cc3)c2=O)cc1	6%	19%	.	1%
45	O=C(Nc1ccccc1)/C(=C\c1cccs1)NC(=O)c1ccccc1	-3%	?	-5%	-1%
46	O=Cc1c(Cl)cccc1Cl	13%	.	4%	.
47	Cc1ccn2cc(CCNC(=O)Cc3cccs3)nc2c1	5%	-8%[9.22 µM]	0%	.
48	O=C1CC(C(=O)Nc2ncccn2)C(c2ccccc2)O1 (configuration not stated)	9%	8%	-2%	1%
49	CCCn1c(SCc2nc3sc(C)c(C)c3c(=O)[nH]2)nc2ccccc2c1=O	-4%[38.3 µM]	5%	4%	10%
50	COc1ccc(CC(=O)NCc2ccc3c(c2)cc(C)n3C)cc1	2%	-9%	-8%	-1%
51	CCOc1oc(-c2ccc(OC)cc2)nc1C(F)(F)F	12%[38.3 µM]	1%[1.84 µM]	.	3%
52	Cc1cc(Cl)nc(Cl)c1C(=O)NC(=O)NCCC(C)C	0%	-5%	5%	0%

item	Epigenetic reg	NPSR antag	CBFb RUNX1 block
44	14%	-42%	5%
45	5.3%	4%	2%
46	.	.	15%
47	1.1%	-10%	8%
48	0.0%	-1%[46.1 µM]	-4%
49	0.0%	-1%[46.1 µM]	-1%
50	-2.5%	5%	0%
51	-3.4%	?	16%
52	3.2%	-2%	1%

An excerpt; count on the stated rates, not on these rows.
